NPYLR7 agonist: mosquito NPYLR7 agonism | HEK293T NPYLR7/Galpha15, GCaMP6s calcium fluorescence | activation, % at 10 µM | actives 0.15% (n = 270,000) | AID 1259423; in the data active = activation above about 40%;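 also: 0% = vehicle and 100% = reference agonist at the receptor; some compounds past the cut are filed as inactive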
hcGAS lum: inhibitors of human cGAS; recombinant h-cGAS, ATP depletion, Kinase-Glo luminescence; inhibition, % at 12.5 µM; actives 0.081% (n = 290,000); Q8N884;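 also: 0% = vehicle reaction and 100% = reaction without DNA for no activity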
Target sequence (Q8N884 whole entry, looked up): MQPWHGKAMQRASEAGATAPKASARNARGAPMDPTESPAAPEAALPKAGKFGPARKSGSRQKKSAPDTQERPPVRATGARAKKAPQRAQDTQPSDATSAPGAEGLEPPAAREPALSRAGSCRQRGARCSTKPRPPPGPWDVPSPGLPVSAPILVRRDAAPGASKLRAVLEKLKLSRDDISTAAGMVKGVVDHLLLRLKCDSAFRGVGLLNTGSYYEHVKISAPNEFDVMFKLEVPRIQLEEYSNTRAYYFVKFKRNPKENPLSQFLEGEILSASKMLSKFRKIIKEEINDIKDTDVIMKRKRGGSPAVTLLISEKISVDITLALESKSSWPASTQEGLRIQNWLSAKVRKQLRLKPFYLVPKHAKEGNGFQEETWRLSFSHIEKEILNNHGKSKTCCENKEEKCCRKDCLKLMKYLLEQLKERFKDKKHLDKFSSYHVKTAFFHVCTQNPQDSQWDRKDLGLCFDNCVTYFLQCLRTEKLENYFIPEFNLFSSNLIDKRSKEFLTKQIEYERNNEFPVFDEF
mcGAS inh: inhibitors of mouse cGAS | recombinant cGAS, Kinase-Glo ATP depletion luminescence | inhibition, % at 12.5 µM | actives 0.15% (n = 160,000);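 also: 0% = negative control wells and 100% = reference inhibitor with no enzyme activity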
An asterisk follows results filed as active; . = no result given; & = joins results of further samples. Rule as the data show it, unless noted: active = inhibition above about 40%; inactive = the rest. Compounds as they come. About 0.29% of those tested had a hit in this group.

SMILES	NPYLR7 agonist	hcGAS lum	mcGAS inh
O=C(C1CCCN(c2nc(Cc3ccc(F)cc3)ns2)C1)N1CCN(C/C=C/c2ccccc2)CC1 (centres undefined)	-8.5	-3.1	-3.6
COC(=O)c1ccc(NC(=O)CN2CCC(Cn3c(C)nc4ccccc43)CC2)cc1	-0.4	-0.8	.
CCOC(=O)c1[nH]c(C)c(C(=O)N2[C@H]3CCNC[C@@H]2CC3)c1C	-5.7	-6.8	.
O=C(c1ccc(Cl)cc1)N1CCN(C(c2ccccc2)c2ccc(Br)cc2)CC1 (centres undefined)	-2.5	-3.0	-5.3
CCN(CC)[P+](N)(c1nc2ccccc2n1CC)N(CC)CC	-1.3	-6.4	.
CCCc1cc(=O)[nH]c(SCCOc2ccc(OCC)cc2)n1	3.5	-13.3	-9.1
O=C(Nc1ccc(F)cc1)C(=O)N1CC[C@H]2CC[C@@H](C1)N2	18.5	-5.8	-11.7
CN(C)CCN(C(=O)C1=COCCO1)c1nc2c(F)cccc2s1	-6.9	-7.1	-7.0
c1ccc(CCc2nc(-c3cnc(CN4CCCC4)s3)n[nH]2)cc1	6.3	-2.1	.
CCN(Cc1nc2cc(Cl)ccc2c(=O)[nH]1)C(=O)C1CC(=O)N(c2ccc3c(c2)OCO3)C1 (centres undefined)	6.8	-5.0	.
OCCC1CN(Cc2ccsc2)CCN1Cc1ccc(F)c(F)c1 (centres undefined)	4.0	-8.5	-9.7
O=S(=O)(NCCCN1CCOCC1)c1ccc(Br)cc1	6.1	-4.7	.
C=CCn1c(Cl)c(/C=N\NC(=O)c2cccnc2)sc1=O	4.8	-3.1	-5.3
O=C1NC(=S)SC1=Cc1ccccc1[N+](=O)[O-]	0.7	-5.1	.
O=C(c1ccc(Cl)c(Cl)c1)N1CCN(c2nccc(-c3cccc(C(F)(F)F)c3)n2)CC1	24.9	-4.3	-4.9
CC(OC(=O)C=Cc1cccc2cccnc12)C(=O)N1CCN(S(=O)(=O)c2ccccc2)CC1 (centres undefined)	-1.2	-3.2	.
COc1ccc(C)cc1NC1CCCN(S(=O)(=O)c2ccc(F)cc2)C1 (centres undefined)	4.2	-4.1	.
CCCOc1cccc(CNC(=O)c2ccnc(-n3ccnc3)c2)c1	-3.2	-3.4	-9.3
COc1ccccc1-c1nc2cc(C)ccn2c1NC(=O)CCC1CCCC1	-11.2	-1.5	-5.0
Cc1[nH]c(C(=O)N2CCCC(C(=O)NCCN3CCOCC3)C2)c(C)c1C (centres undefined)	.	-15.0	-6.1
Cc1ccc(CN(Cc2ccc(F)cc2)C(=O)CNCCN2CCOCC2)s1	56.1*	2.2	-0.7
COc1cccc(C2=NC(=Cc3cc(Br)ccc3OC)C(=O)O2)c1	-5.2	1.6	.
COc1ccc(C2=N/C(=C\C=C\c3ccccc3)C(=O)O2)cc1[N+](=O)[O-]	-0.9	1.5	1.8
COc1ccc(C(=O)CSc2nnc(CCc3c(C)[nH]c(=O)n(C)c3=O)o2)cc1OC	-6.5	-2.4	-6.8
COc1ccc(CCN(C)S(=O)(=O)c2ccc(OC)c(N3CCN(C(=O)[C@H](C)OC(C)=O)CC3)c2)cc1OC	13.1	0.7	-5.2
CC(C)CC(=O)N1CC(CN2CCCCC2)C(c2ccccc2)C1 (centres undefined)	5.5	-5.5	.
CCN(CC1CCN(C(=O)Nc2cccnc2)C1)CC(F)(F)F (centres undefined)	4.2	-12.8	.
COCCn1cnnc1C(C)NC1CCCC1 (centres undefined)	-4.6	-0.5	-0.7
COC(=O)Cn1c(=NC(=O)c2ccc3ncsc3c2)sc2cc(NC(C)=O)ccc21	-0.5	-3.4	.
O=C1CC2(CCN(Cc3cc4n(n3)CCCNC4)C2)Oc2ccccc21 (centres undefined)	11.1	-1.9	.
Cc1cc(C)n(Cc2ccccc2C#N)n1	-1.3	-6.0	.
CC(=O)N1CCN(c2ccc(Nc3ccccn3)nn2)CC1	5.0	2.8	.
COc1ccc(OCC2CN(C(=O)c3ccc(C(F)(F)F)[nH]c3=O)CCO2)cc1 (centres undefined)	3.5	-6.1	-6.1
O=C(c1cc(F)ccc1C(F)(F)F)N1CCC2(CC1)C(=O)NCN2c1ccccc1	-7.6	-1.5	-1.7
CCOC(=O)CNC(=O)N1CCC2(CCCN(CC3CC3)C2=O)C1 (centres undefined)	19.6	-7.4	.
Cc1nc(N)nc(N(C)C)n1	10.4	-3.6	.
CCOC(=O)Cc1ccc(Nc2nc(NC)nc3ccsc23)cc1	4.3	-7.8	.
CC(C)c1cc(NC(=O)CN(C)c2ccccc2)on1	7.0	-4.1	.
CC(=O)N(C)N1c2ccccc2CCc2ccccc21	-0.4	-4.7	-7.3
COc1ccc(C)cc1N1CCN(C(=O)c2ccc(C(F)(F)F)cc2)C(C)C1=O (centres undefined)	-10.1	-6.6	-6.7
N#CC(=C(O)CSc1nnc2ccccn12)c1nc2ccccc2s1	27.4	-3.0	-6.0
NC(=O)c1ccc(N=c2oc3ccc(Br)cc3cc2C(N)=O)cc1	3.3	-1.5	.
CN=c1scc(C)n1N=Cc1ccc(O)c(O)c1	6.3	-7.6	-7.8
O=C(NCCc1ccccn1)c1ccc(-c2cccc(O)c2)nc1NCC1CC1	5.7	-6.7	-3.4
COc1ccc(C(=O)N2CCN(C(C(=O)Nc3ccc(C)c(F)c3)C3CCCC3)CC2)c(OC)c1 (centres undefined)	0.7	-4.3	-3.0
NC1=NC(c2coc3ccccc3c2=O)N2C(=N1)Oc1ccccc12 (centres undefined)	9.3	-7.4	.
CCCS(=O)(=O)N1CCC2(CC1)CCC(O)(CN(C)C)CC2	.	-0.8	-2.6
CC(O)CN(CC(C)O)S(=O)(=O)c1ccc2[nH]cc(C(=O)O)c(=O)c2c1 (centres undefined)	1.2	-9.4	-4.6
COCCn1cc(C(=O)NC2CCCC2)c2nn(-c3ccccc3)c(=O)c-2c1	2.2	1.2	0.9
CC1(C)OCC(C2OC(Nc3ccc(CCCC(=O)N4CCC5(CC4)OCCCO5)cc3)[C@H]3OC(C)(C)O[C@@H]23)O1 (some centres undefined)	-11.2	-4.5	-6.5

Some of the entries above in another layout:
Below each SMILES – NPYLR7 agonist | hcGAS lum | mcGAS inh
Cc1nc(N)nc(N(C)C)n1
  10.4 | -3.6 | .
CCOC(=O)Cc1ccc(Nc2nc(NC)nc3ccsc23)cc1
  4.3 | -7.8 | .
CC(C)c1cc(NC(=O)CN(C)c2ccccc2)on1
  7.0 | -4.1 | .
CC(=O)N(C)N1c2ccccc2CCc2ccccc21
  -0.4 | -4.7 | -7.3
COc1ccc(C)cc1N1CCN(C(=O)c2ccc(C(F)(F)F)cc2)C(C)C1=O (centres undefined)
  -10.1 | -6.6 | -6.7
N#CC(=C(O)CSc1nnc2ccccn12)c1nc2ccccc2s1
  27.4 | -3.0 | -6.0
NC(=O)c1ccc(N=c2oc3ccc(Br)cc3cc2C(N)=O)cc1
  3.3 | -1.5 | .
CN=c1scc(C)n1N=Cc1ccc(O)c(O)c1
  6.3 | -7.6 | -7.8
O=C(NCCc1ccccn1)c1ccc(-c2cccc(O)c2)nc1NCC1CC1
  5.7 | -6.7 | -3.4
COc1ccc(C(=O)N2CCN(C(C(=O)Nc3ccc(C)c(F)c3)C3CCCC3)CC2)c(OC)c1 (centres undefined)
  0.7 | -4.3 | -3.0
NC1=NC(c2coc3ccccc3c2=O)N2C(=N1)Oc1ccccc12 (centres undefined)
  9.3 | -7.4 | .
CCCS(=O)(=O)N1CCC2(CC1)CCC(O)(CN(C)C)CC2
  . | -0.8 | -2.6
CC(O)CN(CC(C)O)S(=O)(=O)c1ccc2[nH]cc(C(=O)O)c(=O)c2c1 (centres undefined)
  1.2 | -9.4 | -4.6
COCCn1cc(C(=O)NC2CCCC2)c2nn(-c3ccccc3)c(=O)c-2c1
  2.2 | 1.2 | 0.9
CC1(C)OCC(C2OC(Nc3ccc(CCCC(=O)N4CCC5(CC4)OCCCO5)cc3)[C@H]3OC(C)(C)O[C@@H]23)O1 (some centres undefined)
  -11.2 | -4.5 | -6.5

New compounds follow
SMILES	NPYLR7 agonist	hcGAS lum	mcGAS inh
O=C(c1ccco1)N1CCN(C(=O)c2cccs2)CC1	7.1	-5.6	.
Cc1ccc(NC(=O)CN(C)C(=O)C2COc3ccccc3O2)cc1 (centres undefined)	-4.0&10.6	0.6&-9.6	-10.2&-6.4
COC(=O)C(C)Sc1nc2c(cnn2Cc2ccccc2)c(=O)[nH]1 (centres undefined)	-4.6	-9.6	.
O=c1oc(-c2ccc(Cl)c(Cl)c2)nc2ccc(Br)cc12	-3.4	0.2	-0.2
CN(CCC(=O)N1CCOC(c2ccc(Cl)cc2)C1)S(C)(=O)=O (centres undefined)	9.9	2.0	-14.3
O=C(CSc1nnc(N2CCCC2)n1Cc1ccco1)NC1CCCCC1	7.3	1.7	.
CC(=O)c1c(C)[nH]c(C(=O)Cn2cnc3sc4c(c3c2=O)CCC(C)C4)c1C (centres undefined)	9.1	-9.2	.
COCC1(NC(=O)CCN2CCCCO2)CCCC1	-1.4	-6.5	-11.1
CCCCN(C=O)c1c(CC)nc2ccc(C(=O)NCCc3c[nH]c4ccccc34)cn12	-2.2	-3.4	-2.2
O=C(NCc1cccnc1)c1cccc(S(=O)(=O)N2CCCCC2)c1	-17.8	-5.6	-9.1
COc1cc2[nH]c(=O)n(CCCCC(=O)NCCCc3ccco3)c(=O)c2cc1OC	-4.1	-2.2	-5.1
COc1ccc(C(=O)Nc2ccc(O)c(-c3nc4ccccc4s3)c2)cc1[N+](=O)[O-]	-10.9	0.1	0.3
COc1ncccc1C(=O)N1CCC(CCC(=O)N2CCN(c3ccccc3)CC2)CC1	0.2	-2.5	.
COc1cccc(N2C(=O)CSC2c2cccc(NC(=O)c3ccccc3Br)c2)c1 (centres undefined)	4.5	-4.3	-2.9
CC(CC(F)(F)F)C(=O)N1CCC(n2c(-c3ccccc3)nc3ccc(F)cc32)CC1 (centres undefined)	26.9	-3.9	-1.8
CC(=O)O[C@H]1CCC2(C)C3=C(CCC2C1(C)C)[C@]1(C)CCC(C(C)CCC=C(C)C)[C@@]1(C)CC3 (some centres undefined)	.	-4.1	-3.6
COc1ccccc1/C=C1\SC(=S)N(CCC(=O)NNC(=O)c2ccccc2OC)C1=O	-11.0	1.0	2.2
Cn1cc(CNc2ccc(C(=O)Nc3cccc(Cl)c3)cn2)cn1	-20.6	1.7	.
COc1cccc(C2=NN(C(=O)CN3CCN(c4ccccc4F)CC3)C(c3ccccc3F)C2)c1 (centres undefined)	-3.1	-1.6	-4.0
CCCCC1C=CCN1C(=O)c1cc(C(C)C)[nH]n1 (centres undefined)	2.3	1.0	.
Cn1cc(C(CC(=O)O)c2ccccc2C(F)(F)F)c2ccccc21 (centres undefined)	10.3	-3.7	.
CCN(Cc1nc(COC)no1)C(=O)c1ccc2cc[nH]c2c1	1.3	-6.9	.
O=C(c1ccc(C2CCCO2)s1)N1CCc2nc[nH]c2C1 (centres undefined)	-8.2	-1.8	-10.3
COC(=O)CCCC(=O)NC/C=C(\C)CCC=C(C)C	-9.6	-6.4	-2.0
C=CCN(Cc1cccn1Cc1ccccc1Cl)C(=O)c1ccc(CCCCC)cc1	5.9	-7.1	-4.0
COCCCN1C(=O)N(Cc2ccc3ccccc3c2)C(=O)C12CCN(C1CCSC1)CC2 (centres undefined)	18.0	-15.6	-6.3
CCc1ccc(C(C2Sc3nc(CC)nn3C2=O)N2CCC3(CC2)OCCO3)cc1 (centres undefined)	-3.6	-2.4	-5.7
CCc1cn[nH]c1C1CCCN(C(=O)c2cccnc2NC)C1 (centres undefined)	2.7	-8.6	-17.3
O=C(Cc1ccc2c(c1)CCC2)N1CCN(c2ccc(O)cc2)CC1	2.0	-12.6	-6.4
CC(C)(C)n1ccc(C(=O)N2CC[C@H](CO)[C@H](O)C2)c1	-0.6	-7.4	-12.7
CCCCCCC(=O)NN=Cc1ccc([N+](=O)[O-])cc1	3.9	-5.7	.
O=C(CNC(=O)c1ccccc1)Nc1nc2cc3c(cc2s1)OCCO3	3.8	-3.9	.
Cc1noc(-c2cccc(F)c2)c1C(=O)NCc1ccc(C(F)(F)F)cc1	1.7	-5.7	-4.0
COc1cccc2c1OCCCN(C(=O)c1ccc(C#CC(C)(C)O)o1)C2	21.7	-2.9	-16.8
c1cc2nonc2cc1CNCc1ccc2[nH]c3c(c2c1)CCCC3	5.7	-8.5	.
CCC(C)C(NC(=O)Nc1ccc(C#N)cc1)C(=O)Nc1nnc(-c2cccc(Br)c2)s1 (centres undefined)	11.4	-5.9	-2.1

Source: PubChem BioAssay
